FEN1 inh = inhibitors of human flap endonuclease 1; Recombinant FEN1 flap cleavage, fluorescence, 15 min; Potency, µM (doses to about 114 µM), for inactives: at the highest dose activity change, negative = inhibition, hits mostly inhibitors; 390,000 tested, 0.35% active; AID 588795; also: nearly all actives have a fitted effect of over 65% in size
Target sequence (P39748 whole entry, looked up): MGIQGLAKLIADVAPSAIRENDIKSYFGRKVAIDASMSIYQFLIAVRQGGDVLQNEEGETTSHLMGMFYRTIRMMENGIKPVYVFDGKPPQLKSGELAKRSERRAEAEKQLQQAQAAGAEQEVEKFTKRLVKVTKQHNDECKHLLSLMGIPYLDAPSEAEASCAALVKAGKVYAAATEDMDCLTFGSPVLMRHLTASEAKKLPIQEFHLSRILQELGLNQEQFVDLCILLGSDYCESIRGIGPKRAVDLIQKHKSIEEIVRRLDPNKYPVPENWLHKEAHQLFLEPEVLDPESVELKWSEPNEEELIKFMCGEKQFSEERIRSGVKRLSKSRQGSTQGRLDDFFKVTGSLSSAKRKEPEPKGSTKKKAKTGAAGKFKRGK
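Compounds are tested as a concentration series against 10 nM FEN1; after a 15 min room-temperature preincubation, 50 nM substrate starts cleavage, with plate reads at 0 and 15 min. Normalized responses are fitted by a Hill equation.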
TDP1 inh = blocks human tyrosyl-DNA phosphodiesterase 1 | Q9NUW8 | recombinant TDP1, AlphaScreen DNA substrate cleavage | Potency, µM (titrated, usually from 130 µM), inactives show top-dose activity change, negative = inhibition, usual class: inhibitors | 350,000 tested, 0.28% active | AID 485290; also: nearly all actives have a fitted effect of over 40% in size
Target sequence (Q9NUW8 whole entry, looked up): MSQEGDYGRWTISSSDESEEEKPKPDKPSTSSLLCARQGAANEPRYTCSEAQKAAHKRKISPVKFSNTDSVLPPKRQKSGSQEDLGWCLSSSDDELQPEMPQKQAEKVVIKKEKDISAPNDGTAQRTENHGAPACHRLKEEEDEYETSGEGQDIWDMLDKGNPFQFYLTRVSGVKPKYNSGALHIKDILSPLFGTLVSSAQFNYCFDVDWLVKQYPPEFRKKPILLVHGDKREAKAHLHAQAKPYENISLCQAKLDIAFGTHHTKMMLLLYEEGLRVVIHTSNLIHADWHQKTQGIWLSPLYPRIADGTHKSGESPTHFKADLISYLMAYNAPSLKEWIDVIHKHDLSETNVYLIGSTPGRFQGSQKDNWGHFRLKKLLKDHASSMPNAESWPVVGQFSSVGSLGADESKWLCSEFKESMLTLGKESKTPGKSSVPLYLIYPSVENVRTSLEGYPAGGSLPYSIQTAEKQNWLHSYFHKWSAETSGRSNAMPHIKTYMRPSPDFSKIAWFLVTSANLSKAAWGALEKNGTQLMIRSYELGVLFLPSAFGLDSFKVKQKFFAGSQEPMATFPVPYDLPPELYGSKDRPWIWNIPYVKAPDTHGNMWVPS
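AlphaScreen read-out: signal falls as enzyme removes the 3' tyrosine-FITC from a 5'-biotinylated DNA oligo (15 nM, 5 min, RT). Enzyme was E. coli-made recombinant Tdp1 at 1 nM, exposed to compound for 15 min beforehand; beads 10 ug/ml, 10 min.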
N370S GC mod = inhibitors or activators of N370S glucocerebrosidase for Gaucher disease. Potency, µM (series often up to 59.4 µM), for the others: at the top dose activity change, negative = inhibition, hits mostly inhibitors. N370S GC spleen homogenate, 4MU-glucoside fluorescence. 330,000 tested, 0.092% active. P04062;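 also: 0% = full enzyme activity and -100% = no enzyme basal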
Active calls of the source: *; [ ] = dose if it differs, or a comment. Calls follow the shape of the dose curve; as a rule, active = well fitted curve in the direction sought with a large enough effect; inconclusive = small, poorly fitted or top-dose-only effect, or another doubt; inactive = no such curve, though single readings can be large; an effect the other way counts as inactive or inconclusive. Unless noted, % is scaled to controls: 0 for no effect and ±100 for the full control effect; potency is read from the fitted curve at half-maximal effect.

Results for COc1ccc2c(c1)c1c(c(=O)n(-c3ccc(F)c(Cl)c3)c(=O)n1Cc1cccc(C)c1)n2C ?
FEN1 inh: 18%; TDP1 inh: -3%

How did O=S(=O)(CCc1ccccc1)c1ccccc1 do in these assays?
TDP1 inh: 6%; N370S GC mod: 14%

Results for COCCN1C(=O)N[C@@H](c2cccc(C(F)(F)F)c2)C(C(C)=O)=C1C ?
TDP1 inh: 2%; N370S GC mod: -4%

What do the screens show for `CN(C)S(=O)(=O)c1ccc(N2CCCC2)c(C(=O)NNC(=O)COc2ccccc2Cl)c1`?
FEN1 inh: 0%; TDP1 inh: 0%; N370S GC mod: 4%

What do the screens show for `CCCCNC(=O)CSc1nc2ccc(NC(=O)CSc3nnc(N)s3)cc2s1`?
FEN1 inh: 0%; TDP1 inh: -3%; N370S GC mod: 23%

Results for Cc1cccc(C)c1Nc1c(-c2ccsc2)nc2ccc(Cl)cn12 ?
FEN1 inh: 11%; TDP1 inh: -3%

What do the screens show for `CCOc1ccc(CC(=O)C2C(=O)CCCC2=O)cc1OCC`?
FEN1 inh: 0%; TDP1 inh: -10%; N370S GC mod: 1%

Results for CCOc1ccccc1N1CCN(C(=O)c2c(C)noc2C)CC1 ?
FEN1 inh: -6%; TDP1 inh: 2%; N370S GC mod: 5%

How did COC(=O)c1cccc(NC(=S)Nc2cccc(Cl)c2Cl)c1 do in these assays?
FEN1 inh: 12%; TDP1 inh: 0%; N370S GC mod: -7%

What do the screens show for `Clc1ccccc1OCc1nc(-c2ccccn2)no1`?
FEN1 inh: -8%; TDP1 inh: 4%; N370S GC mod: -6%

What do the screens show for `COc1ccc(C(=O)NCC(c2ccc(N(C)C)cc2)N2CCc3ccccc32)cc1` (stereo not given)?
FEN1 inh: -7%; TDP1 inh: 11%

Results for CCOC(=O)C1CCCN(C(=O)c2ccccc2Oc2ccccc2)C1 (stereo not given) ?
FEN1 inh: -8%; TDP1 inh: 2%; N370S GC mod: 7%

3 structures already listed, ordered by molar mass, low to high:
How did O=S(=O)(CCc1ccccc1)c1ccccc1 do in these assays?
TDP1 inh: 6%; N370S GC mod: 14%

What do the screens show for `CCOc1ccc(CC(=O)C2C(=O)CCCC2=O)cc1OCC`?
FEN1 inh: 0%; TDP1 inh: -10%; N370S GC mod: 1%

Results for COc1ccc2c(c1)c1c(c(=O)n(-c3ccc(F)c(Cl)c3)c(=O)n1Cc1cccc(C)c1)n2C ?
FEN1 inh: 18%; TDP1 inh: -3%

Remaining list, next part.
How did CCCn1c(SCC(=O)N2CCc3ccccc3C2)nc2c1c(=O)n(C)c(=O)n2C do in these assays?
FEN1 inh: -18%; TDP1 inh: 3%; N370S GC mod: 1%

Results for CCCn1c(=O)n(C)c(=O)c2c(SCC(=O)NCC(c3ccccc3)N(C)C)nc(CC(C)C)nc21 (stereo not given) ?
FEN1 inh: -5%; TDP1 inh: 6%; N370S GC mod: -1%

What do the screens show for `NC(=O)c1cccnc1Nc1cccc([N+](=O)[O-])c1`?
FEN1 inh: -5%; TDP1 inh: 2%; N370S GC mod: 0%

What do the screens show for `C/C(=N/NC(N)=S)c1cc2ccc(O)cc2oc1=O`?
FEN1 inh: 12%; TDP1 inh: 6%; N370S GC mod: inconclusive

Results for CCN(CC)c1nc(-c2ccccc2)nc2c1sc(=S)n2CC ?
FEN1 inh: 5%; TDP1 inh: 1%; N370S GC mod: -3%

What do the screens show for `CCOc1ccc(C2C(C(C)=O)=C(O)C(=O)N2CCc2c[nH]c3ccccc23)cc1` (stereo not given)?
FEN1 inh: inconclusive; TDP1 inh: 3%; N370S GC mod: -8%

What do the screens show for `CCC[C@@H]1C[C@@]1(CCC)C(NC(=O)c1ccc(-c2ccccc2)cc1)c1cccc(Cl)c1` (stereo not given in full)?
TDP1 inh: 6%; N370S GC mod: -4%

What do the screens show for `O=C(Nc1ccccc1)NC1CCCCC1`?
FEN1 inh: 3%; TDP1 inh: -2%; N370S GC mod: 10%

Results for O=C(OCCc1cc2ccccc2c(=O)o1)c1cccs1 ?
FEN1 inh: 5%; TDP1 inh: -8%

Results for COc1ccc(CNC(=O)CN2N=C(c3ccc(Cl)cc3)CCC2=O)cc1 ?
FEN1 inh: 8%; TDP1 inh: 3%

What do the screens show for `CCOc1ccccc1-n1nnnc1SCC(=O)NC(=O)NCc1ccco1`?
FEN1 inh: 7%; TDP1 inh: 1%; N370S GC mod: 1%

What do the screens show for `Clc1ccc(COc2ccccn2)cc1Cl`?
FEN1 inh: 5%; TDP1 inh: -2%; N370S GC mod: 1%[12.8 µM]

Results for COc1ccc(-n2nnnc2-c2cccc(OC)c2)cc1 ?
FEN1 inh: -2%; TDP1 inh: 0%; N370S GC mod: 2%

How did COc1ccc(N(C)C(=O)NCc2noc3ccc(C)cc23)c(OC)c1 do in these assays?
FEN1 inh: 22%; TDP1 inh: 3%

How did COc1ccc(-n2nc(C(=O)NCC(=O)NC3CCCC(C)C3C)c3ccccc3c2=O)cc1 (stereo not given) do in these assays?
FEN1 inh: -7%; TDP1 inh: -1%; N370S GC mod: 6%

How did COc1ccc(NC(=O)CCCN2C(=O)C3CC=CCC3C2=O)cc1 (stereo not given) do in these assays?
FEN1 inh: 0%; TDP1 inh: 3%; N370S GC mod: -2%

How did COc1ccc(C2=C(N3CCN(c4cc(Cl)ccc4C)CC3)c3ccccc3C2=O)cc1 do in these assays?
FEN1 inh: -9%; TDP1 inh: 5%

Results for Cc1ccc(S(=O)(=O)N2CCCC2CNC(=O)C(=O)Nc2ccc(F)cc2F)cc1 (stereo not given) ?
FEN1 inh: -4%; TDP1 inh: 1%; N370S GC mod: -12%

Results for COc1ccc(/C=C2\SC(=O)N(CCC(=O)Nc3ccc(S(=O)(=O)Nc4nccs4)cc3)C2=O)cc1 ?
FEN1 inh: 5%; TDP1 inh: -2%; N370S GC mod: 22%

Results for O=C(Nc1ccc(Cl)cc1C(=O)NCCN1CCOCC1)c1ccc(Cl)cc1Cl ?
FEN1 inh: 10%; TDP1 inh: 1%; N370S GC mod: -17%

How did COC(=O)c1ccccc1NC(=O)Cn1nnc2sc(-c3ccccc3)cc2c1=O do in these assays?
FEN1 inh: -7%; TDP1 inh: 9%

How did CCOc1ccc(Br)cc1S(=O)(=O)N1CCC(C(=O)O)CC1 do in these assays?
FEN1 inh: 2%; TDP1 inh: -3%; N370S GC mod: -3%

How did S=C(c1ccc(-c2cc(Cl)ccc2Cl)o1)N1CCOCC1 do in these assays?
FEN1 inh: -23%; TDP1 inh: 10%; N370S GC mod: 7%

How did CCCc1cc(=O)[nH]c(SCc2ccc(C#N)cc2)n1 do in these assays?
FEN1 inh: -5%; TDP1 inh: 4%; N370S GC mod: 6%

Results for COc1ccc(-c2cc3ccccc3oc2=O)cc1NC(=O)c1ccc(Br)o1 ?
FEN1 inh: 10%; TDP1 inh: 5%; N370S GC mod: 8%

Results for CC(=O)N(Cc1cc2cc(C)c(C)cc2n2nnnc12)CC1COCCO1 (stereo not given) ?
FEN1 inh: -7%; TDP1 inh: -2%; N370S GC mod: 4%

Results for Cc1ncc(CN2CCCC(C(=O)Nc3ccc(-c4ccco4)cc3)C2)cn1 (stereo not given) ?
FEN1 inh: -13%; TDP1 inh: 15%; N370S GC mod: 0%

Results for CCN(CC)S(=O)(=O)c1cccc(NC(=O)CNC2CCCCCC2)c1 ?
FEN1 inh: -10%; N370S GC mod: 20%

Results for C=C(C)[C@@H]1CC[C@]2(C(=O)O)CC[C@]3(C)C(CCC4[C@@]5(C)CC[C@H](O)C(C)(C)C5CC[C@]43C)C12 (stereo not given in full) ?
FEN1 inh: -5%; N370S GC mod: 3%

Results for Cc1ccc(Cl)cc1N1CCN(C(=O)c2ccc3c(c2)N(Cc2ccc(F)cc2)CCS3)CC1 ?
FEN1 inh: 20%; TDP1 inh: 1%

What do the screens show for `Cc1cc(C(F)(F)F)n2nc(-c3cnn(C)c3C(F)(F)F)c(Br)c2n1`?
FEN1 inh: 3%; TDP1 inh: 3%; N370S GC mod: -1%

What do the screens show for `CCc1ccc(NC(=S)N(CCN(C)C)C(C)c2ccncc2)cc1` (stereo not given)?
FEN1 inh: 15%; TDP1 inh: 6%; N370S GC mod: -15%

What do the screens show for `COC(=O)c1c(NC(=O)C(C)(C)C)sc2c1CCN(Cc1ccccc1)C2`?
FEN1 inh: -19%; N370S GC mod: -8%

What do the screens show for `CCc1ccc2oc(-c3cc(NC(=O)c4cc(OC)c(OC)c(OC)c4)ccc3O)nc2c1`?
FEN1 inh: 1%; TDP1 inh: 1%[2.28 µM]

How did Cn1c(=NC(=O)c2ccc(S(=O)(=O)N3CCCC3)cc2)sc2cc(F)ccc21 do in these assays?
FEN1 inh: 15%; TDP1 inh: -3%[12.3 µM]

What do the screens show for `CC1Nc2ncnc(N3CCN(c4ccccn4)CC3)c2N(Cc2ccccc2)C1=O` (stereo not given)?
FEN1 inh: 7%; N370S GC mod: -2%

Among those listed so far, these contain a thiophene ring, fused or not:
Results for Cc1cccc(C)c1Nc1c(-c2ccsc2)nc2ccc(Cl)cn12 ?
FEN1 inh: 11%; TDP1 inh: -3%

Results for O=C(OCCc1cc2ccccc2c(=O)o1)c1cccs1 ?
FEN1 inh: 5%; TDP1 inh: -8%

How did COC(=O)c1ccccc1NC(=O)Cn1nnc2sc(-c3ccccc3)cc2c1=O do in these assays?
FEN1 inh: -7%; TDP1 inh: 9%

What do the screens show for `COC(=O)c1c(NC(=O)C(C)(C)C)sc2c1CCN(Cc1ccccc1)C2`?
FEN1 inh: -19%; N370S GC mod: -8%

Pulled by compound from above (2):
Results for Cc1ccc(Cl)cc1N1CCN(C(=O)c2ccc3c(c2)N(Cc2ccc(F)cc2)CCS3)CC1 ?
FEN1 inh: 20%; TDP1 inh: 1%

Results for Cc1ncc(CN2CCCC(C(=O)Nc3ccc(-c4ccco4)cc3)C2)cn1 (stereo not given) ?
FEN1 inh: -13%; TDP1 inh: 15%; N370S GC mod: 0%

More results follow.
How did Cc1nc(-c2ccc(F)cc2)c(CC(=O)N2CCN(S(=O)(=O)c3cccc([N+](=O)[O-])c3)CC2)s1 do in these assays?
FEN1 inh: 9%; TDP1 inh: 4%; N370S GC mod: 6%

How did COc1ccc(S(=O)(=O)N2CCOCC2)cc1NC(=O)CSc1ccccc1 do in these assays?
FEN1 inh: -2%; TDP1 inh: 0%; N370S GC mod: -3%

Results for COc1ccc(CNS(=O)(=O)c2ccc(S(=O)(=O)N3CCCCC3)cc2)cc1 ?
FEN1 inh: -6%; TDP1 inh: -3%; N370S GC mod: -4%

Results for COc1ccc(NC(=O)/C(=C\c2cccs2)NC(=O)c2ccco2)cc1 ?
FEN1 inh: -1%; TDP1 inh: 0%; N370S GC mod: -6%

How did Cc1ccc(/C=N/NC(=O)c2c[nH]c3ccccc23)o1 do in these assays?
FEN1 inh: 1%; TDP1 inh: 7%; N370S GC mod: 27%

Results for CCOc1ccc(N/N=C(/C#N)C(N)=O)cc1 ?
FEN1 inh: 4%; TDP1 inh: 6%; N370S GC mod: -10%

Results for CCOC(=O)c1c(C)oc2ccc(OC(=O)COc3c(F)c(F)c(F)c(F)c3F)cc12 ?
FEN1 inh: 3%; TDP1 inh: -11%; N370S GC mod: 6%

What do the screens show for `O=c1nccc(SCc2ccc(Cl)cc2Cl)[nH]1`?
FEN1 inh: 14%; N370S GC mod: -4%

What do the screens show for `COC(=O)Nc1sc2c(c1C(=O)N1CCOCC1)CCC(C)C2` (stereo not given)?
FEN1 inh: -1%; TDP1 inh: 2%; N370S GC mod: -11%

How did COC(=O)CN(C#N)c1nc(C)cc(C)n1 do in these assays?
FEN1 inh: 3%; TDP1 inh: -7%; N370S GC mod: -6%

Results for Cc1ccc(N2C(=O)CSC2c2c(F)cccc2Cl)cc1 (stereo not given) ?
FEN1 inh: 10%; TDP1 inh: 1%; N370S GC mod: -5%

How did COc1ccc(-n2c(SCC(=O)N3CCCCC3)nnc2-c2cccnc2)cc1 do in these assays?
FEN1 inh: 5%; TDP1 inh: 5%; N370S GC mod: 4%

Results for N#Cc1cccnc1N1CCN(C(=O)c2cccc3c2C(=O)c2ccc(-c4ccc(F)cc4OCc4ccccc4)cc2S3(=O)=O)CC1 ?
FEN1 inh: -18%; TDP1 inh: 2%

Results for CCN1C(=O)N[C@@H](CCc2ccccc2)[C@H](C(=O)OC)[C@H]1C ?
FEN1 inh: -5%; TDP1 inh: 4%[12.3 µM]; N370S GC mod: 7%[12.8 µM]

What do the screens show for `S=c1[nH]c2ccccc2n1Cc1ccccc1`?
FEN1 inh: 1%; N370S GC mod: 15%

What do the screens show for `CCOC(=O)/C(=C\Nc1ccc(OC(F)(F)F)cc1)Sc1ncc(C(F)(F)F)cc1Cl`?
FEN1 inh: -13%; TDP1 inh: 2%; N370S GC mod: 3%

How did Cc1c(C(=O)N/N=C/c2c(O)ccc3ccccc23)nnn1-c1nonc1N do in these assays?
FEN1 inh: -1%; TDP1 inh: 2%; N370S GC mod: -3%
